PGK inhibitor: T. brucei PGK inhibition | Potency, µM (titrated, usually from 57.5 µM), inactives show at the top dose activity change, negative = inhibition, most hits filed as inhibitors | P07378 | PGK/GAPDH coupled, Kinase-Glo luminescence, 60 min | 380,000 tested, 0.043% active; also: % is scaled to controls: 0 for no effect and ±100 for the full control effect; nearly all actives have a fitted effect of over 60% in size
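Luminescent ATP detection (Kinase-Glo Plus) follows a 60-minute room-temperature incubation, with wells lacking PGK as controls. Buffer: 100 mM TEA (pH 7.6), 5 mM MgCl2, 0.01% Tween-20. Coupling enzyme GAPDH (100 nM final) supplies unstable 1,3-BPG in-well.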
JMJD2A Tudor: blocks the human JMJD2A Tudor domain; 390,000 tested, 4.4% active; O75164; AlphaScreen JMJD2A-Tudor / H3K4me3 peptide binding; Potency, µM (series often up to 114 µM), inactives show top-dose activity change, negative = inhibition, usual class: inhibitors; also: % is scaled to controls: 0 for no effect and ±100 for the full control effect; nearly all actives have a fitted effect of over 50% in size
ERG Ets-DNA blk: blocks human ERG Ets domain binding to DNA | P11308 | fluorescence polarization, His-ERG Ets domain / labelled DNA | Potency, µM (series often up to 76.9 µM), for inactives: at the top dose FP activity, negative = inhibition, usual class: inhibitors | 370,000 tested, 0.028% active | AID 624246; active = well fitted inhibition curve with a large enough effect in the polarisation, with a control signal flat; inconclusive = small, poorly fitted or top-dose-only effect, or effect the other way, or a change in a side signal; inactive = no such curve, though single readings can be large or run the other way; the % refers to the polarisation;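 also: polarization taken with two DNA probes labelled with fluorescein and Texas red; % of control where 0% means no effect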
Target sequence (P11308 whole entry, looked up, the tested form may be a part): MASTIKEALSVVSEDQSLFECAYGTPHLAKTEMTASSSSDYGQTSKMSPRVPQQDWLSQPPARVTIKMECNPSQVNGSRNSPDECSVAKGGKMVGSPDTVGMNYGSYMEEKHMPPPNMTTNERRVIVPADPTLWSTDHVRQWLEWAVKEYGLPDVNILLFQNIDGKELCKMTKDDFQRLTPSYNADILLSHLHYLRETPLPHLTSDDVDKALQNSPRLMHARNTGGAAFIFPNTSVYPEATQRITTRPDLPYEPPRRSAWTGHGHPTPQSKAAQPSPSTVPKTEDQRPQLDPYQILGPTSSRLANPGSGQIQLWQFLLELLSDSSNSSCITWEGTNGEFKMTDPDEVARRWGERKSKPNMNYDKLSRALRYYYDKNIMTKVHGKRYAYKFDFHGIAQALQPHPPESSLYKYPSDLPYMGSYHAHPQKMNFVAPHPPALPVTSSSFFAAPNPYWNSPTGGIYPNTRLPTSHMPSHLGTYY
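His-tagged ERG Ets domain (1 uM in the protein solution; 300mM KCl, 50mM Tris-HCl, 1mM EDTA, 1mM DTT, pH 7.5) received compound, then a probe mix of 5 nM fluorescein-DNA and 100nM Texas-615-DNA. Fluorescence polarization was read for both dyes.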
12-LOX inh: inhibitors of human 12S-lipoxygenase ALOX12. AID 1671190. 580,000 tested, 1.1% active. purified 12hLO, xylenol orange hydroperoxide absorbance. Potency, µM (series often up to 108 µM), for the others: at the highest dose activity change, negative = inhibition, usual class: inhibitors. P18054; also: % is scaled to controls: 0 for no effect and ±100 for the full control effect
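Purified human 12hLO at 150 nM in 25 mM Hepes, 0.01% Triton X-100, pH 7.0, preincubated 15 min at room temperature with compound. Reaction started with 40 uM arachidonic acid, 30 min at room temperature. Hydroperoxide measured by Fe-xylenol orange, 573/405 nm absorbance ratio.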
Pin1 inh: blocks the human prolyl isomerase Pin1 | Pin1 FP peptide displacement, HiFluor488, 10 min | 390,000 tested, 0.009% active | AID 504891 | Q13526 | Potency, µM (top dose mostly 115 µM), for inactives: top-dose activity, negative = inhibition, actives largely listed as inhibitors; active = well fitted inhibition curve with a large enough effect in the polarisation, with a control signal flat, not every such curve was filed as active; inconclusive = small, poorly fitted or top-dose-only effect, or effect the other way, or a change in a side signal; inactive = no such curve, though single readings can be large or run the other way; the % refers to the polarisation; also: % is scaled to controls: 0 for no effect and ±100 for the full control effect
Target sequence (Q13526 whole entry, looked up): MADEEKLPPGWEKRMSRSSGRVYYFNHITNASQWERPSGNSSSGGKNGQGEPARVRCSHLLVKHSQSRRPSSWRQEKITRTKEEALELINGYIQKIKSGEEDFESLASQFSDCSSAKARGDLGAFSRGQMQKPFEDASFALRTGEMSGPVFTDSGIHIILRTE
HP1b chromo inh: blocks HP1-beta chromodomain binding to methylated histone tails. AID 540317. AlphaScreen HP1-beta / biotin-H3K9me3 peptide binding. Potency, µM (doses to about 114 µM), without a hit: at the highest dose activity change, negative = inhibition, actives largely listed as inhibitors. 390,000 tested, 0.56% active. P83916; also: nearly all actives have a fitted effect of over 70% in size; inactives centre near 23
Target sequence (P83916 whole entry, looked up): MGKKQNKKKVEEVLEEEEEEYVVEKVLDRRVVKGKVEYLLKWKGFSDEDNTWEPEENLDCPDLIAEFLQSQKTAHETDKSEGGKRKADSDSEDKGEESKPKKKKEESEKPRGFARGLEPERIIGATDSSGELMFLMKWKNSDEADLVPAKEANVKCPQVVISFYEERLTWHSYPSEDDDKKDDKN
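HP1-beta protein (50 nM final) preincubated 30 min at room temperature with biotinylated H3(1-18)K9me3 peptide (50 nM) in PBS pH 7.4, 0.01% Tween-20, then compound added for 30 min. AlphaScreen streptavidin donor/nickel chelate acceptor beads (10 ug/mL final), 30 min dark, luminescence read.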
RGS4 inh: inhibitors of human regulator of G protein signaling 4; Potency, µM (top dose mostly 114 µM), without a hit: at the highest dose activity change, negative = inhibition, actives largely listed as inhibitors; Transcreener GDP fluorescence polarization, RGS4-accelerated GTP hydrolysis; AID 504845; P49798; 390,000 tested, 0.039% active; also: % is scaled to controls: 0 for no effect and ±100 for the full control effect; nearly all actives have a fitted effect of over 75% in size; some results filed as inactive show a strong effect at the top dose
Target sequence (P49798 whole entry, looked up): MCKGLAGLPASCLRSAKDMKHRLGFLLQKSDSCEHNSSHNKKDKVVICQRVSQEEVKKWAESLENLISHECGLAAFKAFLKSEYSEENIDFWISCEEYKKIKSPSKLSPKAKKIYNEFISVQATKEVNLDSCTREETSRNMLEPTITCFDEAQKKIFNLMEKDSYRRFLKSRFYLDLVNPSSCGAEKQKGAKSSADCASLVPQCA
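MLSMR compounds (23 nl, pin-transferred) preincubated 10 min at room temperature with a 500nM (2x) first reagent, then RGS4 at 900nM (2x) plus Transcreener GDP mix added; fluorescence polarization (620/688 nm) read before and after 90 min at 30 °C.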
TrxR1 inh: rat TrxR1 inhibition | O89049 | recombinant rTrxR1, NADPH fluorescence consumption, selenite substrate | Potency, µM (top dose mostly 114 µM), for the others: at the highest dose activity change, negative = inhibition, actives largely listed as inhibitors | 390,000 tested, 1% active | AID 588453; also: % is scaled to controls: 0 for no effect and ±100 for the full control effect; nearly all actives have a fitted effect of over 65% in size
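Rat TrxR1 (90 nM in the dispensed reagent) was pre-reduced with 400 uM NADPH for 5 min at room temperature, then incubated with compound for 15 min. After 400 uM selenite was added, NADPH fluorescence (Ex 340/Em 450 nm) was followed for 8 min.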
GLS inhibitor: glutaminase GLS (human) inhibition; O94925; GLS enzymatic activity, qHTS titration; Potency, µM (top dose mostly 45.5 µM), for the others: at the highest dose activity change, negative = inhibition, most hits filed as inhibitors; 410,000 tested, 0.21% active; also: % is scaled to controls: 0 for no effect and ±100 for the full control effect
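hKGA in 45 mM KH2PO4 pH 8.2, 0.02% Tween-20 with pin-transferred compounds; 1 mM L-glutamine (stock) plus glutamate oxidase/HRP/Amplex Red coupling added. Fluorescence read initially and after 30 min at RT.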
* marks the source's active call; other numbers are inactive results; i = inactive; ? = inconclusive; · = no result given; [ ] = another dose, or the depositor's remark. Unless noted, calls follow the shape of the dose curve; as a rule, active = well fitted curve in the direction sought with a large enough effect; inconclusive = small, poorly fitted or top-dose-only effect, or another doubt; inactive = no such curve, though single readings can be large; an effect the other way counts as inactive or inconclusive. Potency is read from the fitted curve at half-maximal effect.

Molecule	RGS4 inh	TrxR1 inh	Pin1 inh	ERG Ets-DNA blk	12-LOX inh	PGK inhibitor	JMJD2A Tudor	HP1b chromo inh	GLS inhibitor
CCOc1ccc(N(CC(=O)Nc2cccnc2)S(=O)(=O)c2ccc(C)cc2)cc1	-11%	8%[57.1 µM]	-3%	-1%	?	-7%	-26%	5%	5%
Cc1ccc2c(c1)CCCN2CC(=O)Nc1cccc(S(=O)(=O)N2CCCC2)c1	9%	10%	34%[activator]	-3%	?	-2%	?	6%	-21%
O=c1oc2cc(S(=O)(=O)NCCCO)ccc2c2ccc(S(=O)(=O)NCCCO)cc12	-3%	3%	-1%	-3%	1%	-1%	-10%	20%	-2%
O=C(CN(C(=O)c1ccc(Cl)cc1)N1C(=O)C2CCCCC2C1=O)c1ccc(Cl)cc1 (stereo unspecified)	24%	13%	-6%	2%	-5%	-1%	-13%	9%	5%
CCOc1c2ccc(C(=O)NC3CCCc4ccccc43)cc2nn1CC (stereo unspecified)	-9%	14%[57.1 µM]	2%	-9%	-2%	-7%	-10%	32%	1%
N#Cc1c(N)nc2c(c1-c1ccco1)CCCCC2	-24%	-7%	?	9%	19%	-4%	-3%	29%	-1%
Cc1ccc(SCC(=O)NN=C2CCN(C)CC2)cc1	-4%	1%[57.1 µM]	0%	11%	31%[activator]	11%	-4%	43%[activator]	4%
O=C(CSC1=NCCS1)Nc1cccc2ccccc12	-25%	7%	18%	-1%	0%	i	-11%	84%[activator]	-19%
Cc1ccc(-c2cc(-c3ccc(F)cc3)nc(N)c2C#N)o1	?	?	29%	7%	6.3µM*	i	-4%	45%[activator]	5%
COC(=O)c1ccc(-c2nc(CN3CCC(C(=O)N4CCOCC4)CC3)c(C)o2)cc1	12%	33%[activator]	-3%	-8%	·	-1%	3%	47%[activator]	1%

Entries from the list above that have a carbonyl joined to an NH by a bond outside any ring:
Molecule	RGS4 inh	TrxR1 inh	Pin1 inh	ERG Ets-DNA blk	12-LOX inh	PGK inhibitor	JMJD2A Tudor	HP1b chromo inh	GLS inhibitor
CCOc1ccc(N(CC(=O)Nc2cccnc2)S(=O)(=O)c2ccc(C)cc2)cc1	-11%	8%[57.1 µM]	-3%	-1%	?	-7%	-26%	5%	5%
Cc1ccc2c(c1)CCCN2CC(=O)Nc1cccc(S(=O)(=O)N2CCCC2)c1	9%	10%	34%[activator]	-3%	?	-2%	?	6%	-21%
CCOc1c2ccc(C(=O)NC3CCCc4ccccc43)cc2nn1CC (stereo unspecified)	-9%	14%[57.1 µM]	2%	-9%	-2%	-7%	-10%	32%	1%
Cc1ccc(SCC(=O)NN=C2CCN(C)CC2)cc1	-4%	1%[57.1 µM]	0%	11%	31%[activator]	11%	-4%	43%[activator]	4%
O=C(CSC1=NCCS1)Nc1cccc2ccccc12	-25%	7%	18%	-1%	0%	i	-11%	84%[activator]	-19%

Remaining list, next part:
Molecule	RGS4 inh	TrxR1 inh	Pin1 inh	ERG Ets-DNA blk	12-LOX inh	PGK inhibitor	JMJD2A Tudor	HP1b chromo inh	GLS inhibitor
CCC(=O)N1CCc2cc(Br)cc(S(=O)(=O)NCCCN(CC)Cc3ccccc3)c21	12%	-14%	0%	?	-6%	3%	-14%	-1%	-2%
CCOC(=O)C1CCN(C(=O)C2CC(=O)N(c3ccc4c(c3)OCCO4)C2)CC1 (stereo unspecified)	-24%	17%	7%	1%	27%	6%	3%	39%[activator]	-5%
CN(C)C(/C=C/Nc1cccc(Br)c1)=C(C#N)C#N	-22%	14%[57.1 µM]	-1%	-2%	-7%	3%	1%	41%[activator]	-8%
N#Cc1cccc(C(=O)OCC(=O)c2ccc3c(c2)NC(=O)CO3)c1	12%	2%[11.4 µM]	27%	-4%	-12%	-6%	-21%	29%	0%
CCc1noc(C)c1C(=O)OCC(=O)N1CCc2ccccc21	17%	16%	8%	2%	20%	-6%	3%	24%	1%
CCN1CCCC1CNC(=O)c1csc2c1CCCC2 (stereo unspecified)	9%	1%	3%	·	7%	-6%	-24%	7%	14%
COc1ccccc1NC(=O)c1c(N=Cc2cccc([N+](=O)[O-])c2)cnn1C	-11%	5%[57.1 µM]	-6%	-10%	-23%	1%	-11%	15%	0%
Cc1onc(-c2ccccc2)c1C(=O)Nc1ccc(Cl)c(S(=O)(=O)N2CCOCC2)c1	-8%	-1%	5%	4%	?	-1%	-15%	38%	-1%
COCCNC(=O)c1ccccc1NC(=O)c1ccccc1N(C)S(=O)(=O)c1ccccc1	-3%	17%[57.1 µM]	3%	-1%	-21%	i	-10%	5%	-1%
CCOC(=O)CC1C(=O)NCCN1S(=O)(=O)c1ccc(F)cc1 (stereo unspecified)	-3%	13%	14%	1%	12%	i	-9%	32%	1%
Cc1ccnc(NC(=O)COc2ccc3oc4c(c3c2)CCCC4)c1	-2%	13%	6%	0%	0%	3%	2%	15%	7%
CCOC(=O)N1CCN(C(=O)COc2ccc(S(=O)(=O)NC(C)C)cc2)CC1	-10%	6%[57.1 µM]	-1%	6%	30%[activator][57.4 µM]	10%	-4%	53%[activator]	0%
Cc1ccc(C(=O)OCC(=O)Nc2ccc3c(c2)OCO3)cc1S(=O)(=O)N1CCOCC1	4%	-1%	-2%	-10%	68%[activator]	3%	-13%	2%	0%
O=C(c1cnc2ccccn2c1=O)N1CCCc2ccccc21	-10%	7%	5%	7%	12%	i	-8%	14%	1%
COc1ccccc1NC(=O)CSc1nnc(Cc2cc(=O)[nH]c(=O)[nH]2)n1-c1ccccc1	-6%	19%	3%	8%	-12%	1%	-11%	32%	-2%
O=C(Nc1ccccc1)/C(=C/c1cccnc1)NC(=O)c1ccccc1	-35%[56.9 µM]	-13%	-3%	-6%	2%	9%	-1%	69%[activator]	3%
COc1cc(Cl)c(C)cc1NC(=O)COc1cc(C)nc(C(C)C)n1	39%	0%[57.1 µM]	-8%	3%	-4%	9%	-9%	42%[activator]	6%
O=C(NC(=S)NC1CCCC1)c1ccccc1	-21%	?	10%	-8%	13µM*	-5%	-18%	25%	4%
CCOc1ccccc1/C=C/c1onc(C)c1S(=O)(=O)N1CCC(C(=O)N2CCCCC2)CC1	0%	12%[57.1 µM]	-2%	-1%	-22%	-3%	-13%	41%[activator]	1%
CSc1ccccc1C(=O)NCCOc1ccccc1C	-2%	4%	5%	-2%	0%	6%	1%	33%	0%
CSCCC(NS(=O)(=O)c1ccc(C)cc1)C(=O)N1CCN(C(c2ccccc2)c2ccccc2)CC1 (stereo unspecified)	-12%	-7%	15%	-6%	-17%	3%	-32%	11%	8%
O=S(=O)(c1ccccc1)c1nc(-c2cccs2)oc1NCCCn1ccnc1	21%	13%[57.1 µM]	-2%	7%	?	i	?	20%	-1%
Cc1nc2sc(C(c3cccs3)N3CCN(Cc4ccccc4)CC3)c(O)n2n1 (stereo unspecified)	13%	8%[57.1 µM]	-5%	13%	35%	-8%	-14%	18%	2%
Cc1nn(Cc2ccc(Cl)cc2)c(C)c1NC(=O)Cn1nc([N+](=O)[O-])c(Cl)c1C	-52%	36%[57.1 µM]	-7%	12%	1%	-5%	-3%	40%[activator]	-4%
CC(C)(C)c1ccc(S(=O)(=O)N2CCN(C3CCCC3)CC2)cc1	-6%	22%	-3%	8%	21%	-1%	-17%	1%	2%
Cc1nnc(SCC(=O)Nc2ccc(F)cc2F)n(N)c1=O	-17%	12%	-6%	1%	5%	3%	-5%	25%	0%
O=C(C1CCCN(S(=O)(=O)c2cccs2)C1)N1CCN(c2cccc(Cl)c2)CC1 (stereo unspecified)	-1%	12%	18%	-6%	?	-7%	-17%	23%	2%
CCOc1ccc(N2C(=O)CC(NCc3ccc(S(N)(=O)=O)cc3)C2=O)cc1 (stereo unspecified)	-28%[11.4 µM]	-8%	5%	-3%	-10%	-2%	-18%[11.4 µM]	-6%	28%
CCC(c1nnnn1Cc1ccc2c(c1)OCO2)N1CCN(CC)CC1 (stereo unspecified)	-10%	27%[57.1 µM]	-1%	7%	-13%	-2%	-14%	7%	3%
O=C(NCc1ccncc1)c1ccc(OCc2ccccc2)cc1	-2%	20%	1%	9%	14%	6%	-7%	48%[activator]	-5%
Cc1sc2ncnc(SCC(=O)N3CCCC(C(F)(F)F)C3)c2c1C (stereo unspecified)	-5%	4%	7%	-1%	3%	-6%	4%	44%	4%
Cc1ccc(-n2c(SCC(=O)N(C)C3CCS(=O)(=O)C3)nc3ccccc3c2=O)c(C)c1 (stereo unspecified)	-2%	1%[11.4 µM]	-4%	-2%	1%	0%	-4%	40%[activator]	6%
COc1ccc(CCNC(=O)c2sc3nc4n(c(=O)c3c2C)CCC4)cc1	-6%	-11%	3%	-7%	3%	0%	-5%	15%	2%
COc1ccc(NC(=S)N2CCC(NC(=O)c3ccc(OC)cc3)CC2)cc1	9%	-9%[57.1 µM]	-2%	-1%	-7%	-2%	-13%	-10%	20%

High-throughput results from PubChem.

Not all compounds are listed. The share of hits here may be higher or lower than overall.
